Screens as filed in PubChem.
BAZ2B block: BAZ2B (human) inhibition | Q9UIF8 | AlphaScreen BAZ2B-H3K14Ac peptide displacement | Potency, µM (highest dose often 114 µM), for inactives: at the top dose activity change, negative = inhibition, most hits filed as inhibitors | 360,000 compounds, 4.4% hits | AID 504333; also: % is scaled to controls: 0 for no effect and ±100 for the full control effect; nearly all actives have a fitted effect of over 60% in size
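Multi-concentration screen (max 110 uM) measuring displacement of acetylated histone H3 peptide from BAZ2B by AlphaScreen, using 50 nM protein, 50 nM peptide and 10 ug/mL streptavidin donor plus Ni-chelate acceptor beads.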
Tb PGK inh: blocks T. brucei phosphoglycerate kinase | 380,000 compounds, 0.043% hits | PGK/GAPDH coupled, Kinase-Glo luminescence, 60 min | P07378 | Potency, µM (doses to about 57.5 µM), for inactives: at the highest dose activity change, negative = inhibition, most hits filed as inhibitors; also: % is scaled to controls: 0 for no effect and ±100 for the full control effect; nearly all actives have a fitted effect of over 60% in size
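Recombinant glycosomal PGK reaction used 1,3-bisphosphoglycerate generated in-well by GAPDH (100nM final) in 100mM TEA pH 7.6, 5mM MgCl2, 0.01% Tween-20. After 60 minutes at room temperature, ATP was read by Kinase-Glo Plus luminescence end-point.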
Pin1 inhibitor: blocks the human prolyl isomerase Pin1; AID 504891; 390,000 compounds, 0.009% hits; Q13526; Potency, µM (highest dose often 115 µM), for inactives: top-dose activity, negative = inhibition, hits mostly inhibitors; Pin1 FP peptide displacement, HiFluor488, 10 min; active = well fitted inhibition curve with a large enough effect in the polarisation, with a control signal flat, not every such curve was filed as active; inconclusive = small, poorly fitted or top-dose-only effect, or effect the other way, or a change in a side signal; inactive = no such curve, though single readings can be large or run the other way; the % refers to the polarisation; also: % is scaled to controls: 0 for no effect and ±100 for the full control effect
Target sequence (Q13526 whole entry, looked up): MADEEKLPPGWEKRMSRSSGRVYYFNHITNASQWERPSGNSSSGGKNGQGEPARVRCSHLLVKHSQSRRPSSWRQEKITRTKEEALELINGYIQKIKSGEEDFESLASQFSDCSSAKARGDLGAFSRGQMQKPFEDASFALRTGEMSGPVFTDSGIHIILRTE
Pol iota inh: DNA polymerase iota (human) inhibition; Q9UNA4; Pol iota fluorescent replication assay, 10 min; Potency, µM (titrated, usually from 115 µM), without a hit: top-dose activity, negative = inhibition, actives largely listed as inhibitors; 390,000 compounds, 1% hits
Target sequence (Q9UNA4 whole entry, looked up): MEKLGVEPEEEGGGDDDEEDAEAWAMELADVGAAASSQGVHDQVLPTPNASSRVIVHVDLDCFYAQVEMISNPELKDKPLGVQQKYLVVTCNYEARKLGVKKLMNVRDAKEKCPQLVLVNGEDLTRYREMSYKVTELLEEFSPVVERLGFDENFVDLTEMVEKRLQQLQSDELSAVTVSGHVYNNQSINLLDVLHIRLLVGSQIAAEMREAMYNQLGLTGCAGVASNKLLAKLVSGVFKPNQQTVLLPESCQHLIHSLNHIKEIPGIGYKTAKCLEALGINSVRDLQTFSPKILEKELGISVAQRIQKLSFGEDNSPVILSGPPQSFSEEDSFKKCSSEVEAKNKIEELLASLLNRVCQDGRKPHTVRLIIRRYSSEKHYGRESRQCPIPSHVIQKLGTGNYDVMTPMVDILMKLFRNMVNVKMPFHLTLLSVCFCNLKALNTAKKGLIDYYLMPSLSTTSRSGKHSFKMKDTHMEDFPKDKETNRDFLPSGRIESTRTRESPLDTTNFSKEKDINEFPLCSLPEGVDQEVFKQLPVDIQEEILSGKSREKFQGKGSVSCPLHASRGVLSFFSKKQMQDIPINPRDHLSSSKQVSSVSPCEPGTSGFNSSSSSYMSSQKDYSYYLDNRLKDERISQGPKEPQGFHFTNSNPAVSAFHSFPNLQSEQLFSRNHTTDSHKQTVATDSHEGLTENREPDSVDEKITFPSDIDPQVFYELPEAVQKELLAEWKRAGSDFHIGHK
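Fluorescent replication assay read twice, at 0 min and 10 min after adding 50 nM (final) substrate. Enzyme (10 nM) and compounds were first incubated 15 min at room temperature; enzyme-free buffer wells were negative controls.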
HP1b chromo inh: HP1-beta chromodomain-methylated histone interaction inhibition | AID 540317 | AlphaScreen HP1-beta / biotin-H3K9me3 peptide binding | P83916 | Potency, µM (doses to about 114 µM), for inactives: at the top dose activity change, negative = inhibition, actives largely listed as inhibitors | 390,000 compounds, 0.56% hits; also: nearly all actives have a fitted effect of over 70% in size; inactives centre near 23
Target sequence (P83916 whole entry, looked up): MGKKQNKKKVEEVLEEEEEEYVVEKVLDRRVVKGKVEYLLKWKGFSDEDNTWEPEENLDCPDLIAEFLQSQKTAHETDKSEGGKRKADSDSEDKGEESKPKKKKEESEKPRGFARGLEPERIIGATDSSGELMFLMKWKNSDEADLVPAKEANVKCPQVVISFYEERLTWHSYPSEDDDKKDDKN
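HP1-beta protein (50 nM final) preincubated 30 min at room temperature with biotinylated H3(1-18)K9me3 peptide (50 nM) in PBS pH 7.4, 0.01% Tween-20, then compound added for 30 min. AlphaScreen streptavidin donor/nickel chelate acceptor beads (10 ug/mL final), 30 min dark, luminescence read.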
GLS inhibitor: blocks human kidney-isoform glutaminase activity. GLS enzymatic activity, qHTS titration. Potency, µM (top dose mostly 45.5 µM), for the others: at the top dose activity change, negative = inhibition, most hits filed as inhibitors. 410,000 compounds, 0.21% hits. AID 624170; also: % is scaled to controls: 0 for no effect and ±100 for the full control effect
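Two-point fluorescence kinetic (t0, 30 min RT) for hKGA; glutamate detected via glutamate oxidase–HRP–Amplex Red. Substrate: 1 mM L-glutamine solution; buffer 45 mM KH2PO4, pH 8.2.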
G9a inh: blocks human histone lysine methyltransferase G9a. G9a H3K9 monomethylation, AlphaScreen, 2 h. Potency, µM (top dose mostly 102 µM), inactives show top-dose activity, negative = inhibition, hits mostly inhibitors. Q96KQ7. AID 504332. 350,000 compounds, 8.8% hits; also: % is scaled to controls: 0 for no effect and ±100 for the full control effect; nearly all actives have a fitted effect of over 75% in size
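G9a (20 nM) preincubated 15 min RT with compounds, then 500 nM biotinylated H3K9 peptide and 20 uM SAM added; 2 h RT reaction. Monomethyl-H3K9 product detected by AlphaScreen with anti-H3K9me1 antibody, streptavidin donor and anti-rabbit IgG acceptor beads.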
JMJD2A Tudor: JMJD2A Tudor domain (human) inhibition | AlphaScreen JMJD2A-Tudor / H3K4me3 peptide binding | Potency, µM (series often up to 114 µM), for inactives: top-dose activity change, negative = inhibition, usual class: inhibitors | 390,000 compounds, 4.4% hits | O75164; also: % is scaled to controls: 0 for no effect and ±100 for the full control effect; nearly all actives have a fitted effect of over 50% in size
BLM helicase inh: Bloom syndrome helicase (human) inhibition | P54132 | recombinant BLM DNA unwinding, fluorescence dequenching | Potency, µM (series often up to 56.1 µM), without a hit: at the top dose activity change, negative = inhibition, most hits filed as inhibitors | 350,000 compounds, 0.2% hits;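 also: plate controls were vehicle for no effect and no enzyme for full effect; nearly all actives have a fitted effect of over 35% in size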
* hit, by the source's call; i = inactive; u = inconclusive; x = not tested or not shown; & = joins results of further samples; [ ] = dose if it differs, or a comment. Unless noted, calls follow the shape of the dose curve; as a rule, active = well fitted curve in the direction sought with a large enough effect; inconclusive = small, poorly fitted or top-dose-only effect, or another doubt; inactive = no such curve, though single readings can be large; an effect the other way counts as inactive or inconclusive. Potency is read from the fitted curve at half-maximal effect. Only part of the results is shown. The share of hits here may be higher or lower than overall.

cpd	Tb PGK inh	Pin1 inhibitor	HP1b chromo inh	BAZ2B block	BLM helicase inh	JMJD2A Tudor	G9a inh	Pol iota inh	GLS inhibitor	structure
1	-2%	-8%	43%[activator]	u	-3%	-23%	3%[59 µM]	-5%	0%	CCCC(=O)N(CCN1CCOCC1)c1nc2ccc(OCC)cc2s1
2	i	-1%	23%	-32%	-1%	-12%	u	9%	-5%	Cc1ccc(S(=O)(=O)N(C)C)cc1NC(=O)/C=C/c1cccs1
3	-10%	1%	36%	4%	x	-9%	16%[12.7 µM]	32%[activator]	-4%	CCN(CC(=O)Nc1ccc(OC)cc1)C(=O)c1ccc(N2CCCC2=O)cc1
4	-2%	0%	2%	7%	0%	-11%	-1%	1%	6%	COc1ccc(-n2nc(C)c3sc(C)nc3c2=O)cc1
5	3%	7%	20%	7%	-1%	-12%	13%	21%	1%	CC(=O)NC(Cc1ccccc1)C(=O)NC1CCN(c2ncccc2[N+](=O)[O-])CC1 (configuration not stated)
6	i	u	17%	-19%	-5%	-23%	-6%	23%	0%	Cc1cc(C(=O)Cn2nc(C(=O)O)c3ccccc3c2=O)c(C)n1CCc1ccc(F)cc1
7	-3%	0%	51%[activator]	-5%	x	-3%	-50%	20%	-1%	COc1ccc(Cl)c2sc(NC(=O)C3=COCCO3)nc12
8	-9%	-3%	14%	-10%	3%	-5%	x	29%	3%	CC1(C)CC(=O)C(C2C3=C(CC(C)(C)CC3=O)Oc3c(Br)cc(Br)cc32)=C(O)C1 (configuration not stated)
9	-9%	-2%	43%[activator]	-10%	-3%	-3%	5%	-12%	0%	CC1CCN(CC(=O)NNC(=O)c2cccc(Br)c2)CC1
10	i	6%	19%	-18%	1%	-19%	-26%[12.7 µM]	7%	1%	O=C(Nc1cccnc1)c1ccc(Br)s1
11	x	-4%	15%	-29%	-3%	-28%	-3%[59 µM]	-10%	7%	COc1ccc(CNn2c(-c3cccc(C)c3)nc3ccccc3c2=O)cc1OC
12	-7%	-8%	17%	10%	-4%	-14%	50µM*	10%	11%	COc1ccccc1-c1nc(SCc2ccccn2)n[nH]1
13	6%	-3%	11%	-3%	-3%	79µM*	13%[59 µM]	155%[activator]	-4%	COc1ccc(/C=N/NC(=O)Cn2nc(C)c([N+](=O)[O-])c2C)cc1
14	12%	-1%	42%[activator]	u	0%	-16%[57.1 µM]	u	4%	5%	CCc1nnc(NC(=O)CSc2nnc(-c3cccnc3)n2CCc2ccccc2)s1
15	x	5%&0%	u	x	-10%&-4%	40µM*	x	u	x	COc1ccc(C2CC(c3ccccc3)Oc3cc(OC)ccc32)cc1 (configuration not stated)
16	-5%	u	19%	-30%	4%	-36%	1%[12.7 µM]	-13%	18%	O=C(O)c1nn(-c2ccccc2)nc1-c1nn(-c2ccccc2)nc1C(=O)O
17	-3%	0%	9%	-29%	-4%	-13%	-31%	u	3%	CCc1cccc(CC)c1NC(=S)N1CCn2cccc2C1c1ccncc1 (configuration not stated)
18	-2%	22%	15%[57 µM]	-10%	-8%	-17%	-19%[59 µM]	8%	0%	COc1ccccc1N1CCN(C(=O)CSc2nc3ccccc3nc2Cc2ccc(F)cc2)CC1
19	i	-4%	13%	-7%	x	-11%	12%[2.33 µM]	25%	3%	Cc1ccccc1C(=O)N1CCC(C(=O)Nc2ccccn2)CC1
20	0%	8%	6%	-1%	3%	-11%	12%	7%	3%	Cc1ccc(C2C3=C(CCCC3=O)OC3=C2C(=O)CCC3)cc1

4 entries drawn at random from the list so far:
cpd	Tb PGK inh	Pin1 inhibitor	HP1b chromo inh	BAZ2B block	BLM helicase inh	JMJD2A Tudor	G9a inh	Pol iota inh	GLS inhibitor	structure
1	-2%	-8%	43%[activator]	u	-3%	-23%	3%[59 µM]	-5%	0%	CCCC(=O)N(CCN1CCOCC1)c1nc2ccc(OCC)cc2s1
14	12%	-1%	42%[activator]	u	0%	-16%[57.1 µM]	u	4%	5%	CCc1nnc(NC(=O)CSc2nnc(-c3cccnc3)n2CCc2ccccc2)s1
16	-5%	u	19%	-30%	4%	-36%	1%[12.7 µM]	-13%	18%	O=C(O)c1nn(-c2ccccc2)nc1-c1nn(-c2ccccc2)nc1C(=O)O
12	-7%	-8%	17%	10%	-4%	-14%	50µM*	10%	11%	COc1ccccc1-c1nc(SCc2ccccn2)n[nH]1

(further entries)
cpd	Tb PGK inh	Pin1 inhibitor	HP1b chromo inh	BAZ2B block	BLM helicase inh	JMJD2A Tudor	G9a inh	Pol iota inh	GLS inhibitor	structure
21	1%	9%	13%	1%	0%	4%	18%[59 µM]	1%	-15%	COc1ccc(-c2cc3c(=O)n(CC(=O)Nc4cccc(Cl)c4)nc(C)n3n2)cc1
22	i	-3%	46%[activator]	-3%	-2%	-26%	1%[12.7 µM]	-6%	3%	O=C(CCNS(=O)(=O)c1cccs1)NCc1cccs1
23	-2%	1%	21%	u	-16%	-18%	45µM*	16%	-9%	CCOC(=O)C1=C(C)OC(N)=C(C#N)C1c1cc(SCC)oc1C (configuration not stated)
24	1%	1%	5%	u	-2%	-24%	-7%	42%[activator]	-3%	NC(=S)N=Nc1c(O)n(CCCl)c2ccc(Br)cc12
25	3%	-6%	24%	-5%	x	-9%	0%	44%[activator]	2%	Cc1ccc(CNS(=O)(=O)CCNC(=O)c2ccccc2)cc1
26	i	-1%	26%	-4%	-1%	-7%	3%	28%	-1%	CC(C)CC(O)C1CCN(C(=O)CCc2nnc(-c3ccccc3)o2)CC1 (configuration not stated)
27	-7%	-5%	29%	x	x	-18%	x	23%	-4%	C[C@H](CO)N1C[C@H](C)[C@@H](CN(C)C(=O)Nc2ccc(C(F)(F)F)cc2)Oc2c(NC(=O)c3ccncc3)cccc2C1=O
28	-1%	1%	35%	26%	x	-23%	-13%[12.7 µM]	19%	1%	COc1ccc(NC(=O)CN(C)C2CCS(=O)(=O)C2)cc1 (configuration not stated)
29	-2%	22%	25%	-9%	-5%	-5%	0%	35%[activator]	6%	Cc1ccccc1NC(=O)Cn1c(=O)sc2ccccc21
30	7%	-10%	7%[57 µM]	x	x	-34%	x	26%	-9%	CC(CCCN1CCCC1)Nc1ccnc2cc(Cl)ccc12 (configuration not stated)
31	-12%	13%	28%	39%[activator]	0%	18%	-48%	64%[activator]	-8%	O=C(O)c1cc(-c2c[nH]c3ccccc23)nc2ccc3ccccc3c12
32	-6%	-3%	120%[activator]	24%	1%	34%	11%[59 µM]	-2%	2%	CCN(c1ccc(C)cc1)S(=O)(=O)c1nnc(NC(=O)c2cccs2)s1
33	i	0%	16%	x	x	-14%	x	1%	-5%	CSCCC(NC(=O)c1cccc(C)c1)C(=O)NCc1cccs1 (configuration not stated)
34	1%	-7%	1%	-8%	-1%	-12%	u	-5%	24%	CCN(CCCNC(=O)CNC(=O)Cn1cnc2ccccc2c1=O)c1cccc(C)c1
35	-1%	0%	15%	-10%	-5%	-28%	x	-12%	27%	Cc1ccc(CNS(=O)(=O)c2ccc3c(c2)N(C)CCO3)cc1
36	i	0%	25%	u	5%	-19%	-140%[59 µM]	59%[activator]	-15%	CCN(CC)CCNCc1cc(Cl)ccc1OCc1ccccc1F
37	0%	1%	35%	7%	x	-18%	8%[0.501 µM]	46%[activator]	1%	Cc1cc(NC(=O)COc2coc(CN3CCN(c4ccc(F)cc4)CC3)cc2=O)no1
38	0%	7%	61%[activator]	16%	1%	8%	20%[59 µM]	-4%	8%	O=C(OCN1C(=O)c2ccccc2C1=O)C1CCCCC1
39	-9%	-16%	18%	-23%	-2%	-36%	17%[59 µM]	17%	-12%	Cn1c(SCC(=O)N2c3ccccc3CCc3ccccc32)nnc1-c1ccc(O)cc1
40	x	0%	19%	-3%	-4%	-19%	12%[59 µM]	2%	21%	CCOc1ccccc1C1C(C(=O)OC)=C(N)OC2=C1C(=O)CCC2 (configuration not stated)
41	0%	22%	u	40µM*	-9%	u	-3%[12.7 µM]	75%[activator]	-2%	c1ccc(CN2CCC(N=C3NN=C(c4ccc5c(c4)OCCO5)CS3)CC2)cc1
42	-7%	0%	6%	-2%	4%	-21%	26%[59 µM]	20%	2%	CCOC(=O)c1c(-c2ccc(Cl)cc2)c(C#N)c(=O)n(N)c1N
43	1%	1%	20%	-8%	-1%	-6%	71%[activator]	27%	-1%	O=C(COC(=O)c1cc([N+](=O)[O-])ccc1N1CCOCC1)Nc1c(Cl)cccc1C(F)(F)F
44	i	-7%	51%[activator]	-12%	-3%	-12%	-3%[59 µM]	80%[activator]	1%	CCSc1nc(C)c(CCOc2cccc(C)c2)c(=O)[nH]1
45	1%	1%	26%	3%	-1%	-3%	u	5%	5%	CC(NC(=O)CSc1nc2ccccc2n1CCC#N)c1ccc(F)cc1 (configuration not stated)
46	6%	-1%	31%	-4%	1%	18%	-11%[59 µM]	5%	x	COc1cc(N(C)C)c(NC(C)=O)cc1C(=O)O
47	-4%	-1%	-14%	1%	-3%	-15%	21%	29%	15%	COc1ccccc1NS(=O)(=O)c1ccc2oc(SCC(C)=O)nc2c1
48	-8%	-16%	7%	35%	3%	-10%	u	2%	8%	CCn1c(SCC(=O)Nc2cc(OC)c(OC)c(OC)c2)nnc1-c1cccs1
49	0%	-10%	67%[activator]	-5%	1%	3%	13%[59 µM]	20%	4%	CCn1c(=O)c2sccc2n2c(CCCC(=O)N3CCN(c4cc(Cl)ccc4C)CC3)nnc12
50	i	-1%	30%	-8%	1%	-6%	9%[59 µM]	-19%	-14%	CC(Oc1ccccc1)C(=O)Nc1ccccc1C(=O)OCc1cc(=O)n2nc(C3CC3)sc2n1 (configuration not stated)
51	i	3%	30%	5%	-1%	-6%	12%	18%	-5%	COc1ccc([N+](=O)[O-])cc1COc1ccc2c(-c3ccccc3)cc(=O)oc2c1
